Screening results (PubChem)
ABHD5-PLIN5 inh = ABHD5-PLIN5 interaction inhibitors, primary screen, cell lysate, split luciferase complementation, luminescence; Split G. princeps luciferase complementation, 4 h; Perilipin-5 (Homo sapiens) + 1-acylglycerol-3-phosphate O-acyltransferase ABHD5 (Homo …; 360,000 tested, 0.78% active; inhibition, % at 4 µM;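 active = inhibition above the mean inhibition across every tested compound plus 3 SD, cut at about 22% in these data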;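 note: 0% = DMSO only wells and the 100% control is not disclosed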
Target sequence (Q00G26 whole entry, looked up): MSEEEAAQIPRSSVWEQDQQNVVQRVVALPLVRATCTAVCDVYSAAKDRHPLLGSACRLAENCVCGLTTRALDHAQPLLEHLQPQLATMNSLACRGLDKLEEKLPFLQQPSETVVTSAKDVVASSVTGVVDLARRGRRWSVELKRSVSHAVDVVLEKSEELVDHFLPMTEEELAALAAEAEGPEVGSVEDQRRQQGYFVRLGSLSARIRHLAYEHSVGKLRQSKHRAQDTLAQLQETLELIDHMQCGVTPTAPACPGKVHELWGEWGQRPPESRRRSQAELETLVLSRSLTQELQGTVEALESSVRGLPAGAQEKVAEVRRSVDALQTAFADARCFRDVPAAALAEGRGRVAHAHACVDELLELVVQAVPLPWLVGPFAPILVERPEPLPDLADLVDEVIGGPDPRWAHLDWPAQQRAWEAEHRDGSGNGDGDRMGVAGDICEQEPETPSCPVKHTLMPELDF
Target sequence (Q8WTS1 whole entry, looked up): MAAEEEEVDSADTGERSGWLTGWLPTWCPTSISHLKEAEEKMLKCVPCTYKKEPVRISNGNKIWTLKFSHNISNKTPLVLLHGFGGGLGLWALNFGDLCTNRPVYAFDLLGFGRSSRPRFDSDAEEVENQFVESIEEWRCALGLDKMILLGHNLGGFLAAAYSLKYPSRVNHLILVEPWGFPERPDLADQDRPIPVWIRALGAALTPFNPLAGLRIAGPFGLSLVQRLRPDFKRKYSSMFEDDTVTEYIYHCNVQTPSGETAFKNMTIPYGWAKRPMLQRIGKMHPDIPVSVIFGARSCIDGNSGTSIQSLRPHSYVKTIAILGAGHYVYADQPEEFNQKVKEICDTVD
TLR9-MyD88 block = inhibitors of TLR9-MyD88 association in cells, primary screen, cell-based, CHO, BLA complementation, fluorescence. CCF4 FRET ratio. inhibition, % at 4.98 µM. 340,000 tested, 0.21% active. AID 504734, 2011;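 active = inhibition above the mean over all tested compounds plus 3 SD, cut at about 21% in these data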;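 note: 0% = DMSO only wells and 100% = clavulanate BLA inhibitor control wells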
Vif inh = HIV Vif self-association inhibitors, primary screen, imaging, HEK293T, single point; HEK293T cells, Vif self-association by quenched fluorescence, 24 h; inhibition, % at 7.49 µM; 340,000 tested, 0.35% active; in the data active = inhibition above about 50%, passing the limit was not always enough; note: some results filed as inactive read as strong as hits
MC4R ag barr = MC4R agonists recruiting beta-arrestin, primary screen, cell-based, luminescence, agonist arm of biased-ligand search | Melanocortin receptor 4 (Homo sapiens), P32245 | U2OS MC4R beta-arrestin complementation; percent of melanotan II response, DMSO zero | activation, % at 8.9 µM | 360,000 tested, 0.98% active | AID 540308, 2011;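 active = activation above a per-plate cutoff, the mean activation of sample wells on that plate plus 3 SD, cut at about 8% in these data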
Exocytosis inh = LAMP-1 surface exposure blockers, TALL-104 cells – cell-based, flow cytometry, MLPCN library, primary screen; TALL-104 LAMP-1 surface exposure; cells stimulated with thapsigargin and PMA; inhibition, % at 10 µM; 360,000 tested, 0.66% active; AID 651702, 2012;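 active = inhibition above about 55%, limit read from the data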
ABCB6 inh MLPCN = ABCB6 transporter inhibitors, primary screen, K562-ABCB6 cells, flow cytometry, MLPCN library; K562-ABCB6 porphyrin accumulation, 1 h; active compounds read low; 360,000 tested, 0.19% active; fluorescence ratio to DMSO, % at 10 µM; ATP-binding cassette sub-family B member 6 (Homo sapiens), Q9NP58;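 active = fluorescence ratio to DMSO below 75%, the collection mean minus 3 SD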;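 note: signal is porphyrin accumulated inside mitochondria; 100% equals median channel fluorescence of DMSO control wells; lower ratio means ABCB6 inhibition with less porphyrin fluorescence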
aDG glyco up = activators of alpha-DG glycosylation, primary screen, uHTS, Pro5-aDG cells, AlphaScreen. alpha-DG glycosylation AlphaScreen (IIH6); 0% Pro5, 100% B10-LARGE cell signal. activation, % at 10 µM. 360,000 tested, 0.22% active;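 active = activation of at least 8% versus controls, or a plate z-score of at least 8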;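 note: Pro5 are CHO cells carrying HIG-tagged alpha-DG that lacks glycosylation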
NOD2-RIPK2 inh = NOD2-RIPK2 binding disruptors in cells, primary screen, fluorescence, CHO cells, BLA complementation | 360,000 tested, 0.38% active | CCF4 ratio | inhibition, % at 4.98 µM | AID 624267, 2012 | Receptor-interacting serine/threonine-protein kinase 2 (Homo sapiens), O43353; in the data active = inhibition above about 21%;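 note: 0% = vehicle only and 100% = reference blocker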
MC4R antag cAMP = MC4R antagonists of cAMP signaling, primary screen, cell-based, TR-FRET, antagonist arm of biased-ligand search. Melanocortin receptor 4 (Homo sapiens), P32245. MC4R-expressing cells, MTII-stimulated cAMP, LANCE TR-FRET. inhibition, % at 6.5 µM. 360,000 tested, 0.48% active;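 active = inhibition above its plate's cutoff, the mean of tested wells on that plate plus 3 SD, cut at about 29% in these data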;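 note: 0% = Melanotan II alone and 100% = Melanotan II plus saturating MCL0020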
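Assay system: U2OS-MC4R stable cell line; Also added: Melanotan II; Technique: Eu-cAMP/anti-cAMP TR-FRET, emission 671 nm; Times: 30-min compound, 1-h challenge, 1-h detection, room temperature.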
Glyco luc inh = increase of ERlucT glycosylation luciferase signal, primary screen, N-linked glycosylation inhibitor project, D54 ERlucT cells, luminescence, set 2. D54 ERlucT glycosylation luciferase reporter, 24 h; percent of 100 nM tunicamycin response. reporter increase, % at 12.5 µM. 360,000 tested, 0.23% active. AID 588692, 2011;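 active = mean luciferase reporter signal, scaled so untreated is 0 and the glycosylation-blocking control 100, at or above a set limit in every replicate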;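 note: luciferase carries N-glycosylation sites so blocking glycosylation raises the light; 0% = median of neutral control wells and 100% = median of 100 nM tunicamycin wells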
An asterisk follows results filed as active; . = not tested or not shown; & = joins results of further samples; ! = repeats disagree. Only part of the results is shown; count on the stated rates, not on these rows.

Molecule,ABHD5-PLIN5 inh,TLR9-MyD88 block,Vif inh,MC4R ag barr,Exocytosis inh,ABCB6 inh MLPCN,aDG glyco up,NOD2-RIPK2 inh,MC4R antag cAMP,Glyco luc inh
CC(=O)Nc1cccc(-c2cc3nc(NCc4cccnc4)n(C)c(=O)c3s2)c1,5,.,.,0.6,4,92,-0.2,-5,9,-2
COCCSc1ccccc1C(=O)NCc1ccco1,-4,9,28,-0.1,9,100,-0.2,-2,4,1
Cc1cc(C)c(NC(=O)CN2CCN3CCCC3C2)c(C)c1 (stereo not given),32*!,6&-11,1&0,-1.0&-3.4,-12&1,103&93,-0.1&-0.3,8&2,5&4,2&0
O=[N+]([O-])c1c(O)c(Cl)cc(Cl)c1Cl (tested in a mixture with another compound),10,-5,1,-1.5,-4,99,-0.2,-13,11,2
CCOC(=O)C1(Cc2cccc(Cl)c2)CCCN(C(=O)CN2C(=O)CSC2=O)C1 (stereo not given),4,-1,-6,-1.1,1,96,-0.1,-10,-1,2
O=C(COC(=O)COc1ccc(Cl)cc1)NCCNC(=O)COC(=O)COc1ccc(Cl)cc1,8,8,9,-1.9,-2,86,0.0,-6,4,3
CCC(=O)Nc1c(C)c(CC)nc2ccccc12,-1,-9,-5,-0.6,1,110,-0.1,-5,1,1
CC(C)=C[C@H]1C[C@H](C)[C@H]2CC[C@H](C)c3c(O)c(O[C@H]4OC[C@H](O)[C@@H](O)[C@@H]4O)c(C)c1c32,-21,.,-31,12*,-6,100,0.4,-5,-5,8
CCOC(=O)N1CCN(C(=O)/C(=C/c2ccc(Br)cc2)NC(=O)c2ccc(OC)cc2)CC1,3,-1,-4,-1.8,1,97,0.0,-2,-7,-9
COc1ccc(N(CC(=O)Nc2cc(C(=O)O)ccc2C)S(=O)(=O)c2c(C)noc2C)cc1,3,12,11,-1.2,5,116,0.1,-10,-4,0
Cc1cc2nc(-c3ccc(SCc4ccc(C#N)cc4)nc3)[nH]c2cc1C,-6,-16,-6,-0.8,11,116,1.7,-10,8,0
CC(=O)Nc1cncc(-c2cccc(S(C)(=O)=O)c2)n1,0,.,-1,-0.3,-2,95,-0.5,0,8,1
CCCc1c(C(=O)N/N=C/c2cccs2)nnn1-c1nonc1N,-11,-5,-2,-3.9,-2,101,-0.2,1,6,4
COc1ccc(OC)c(S(=O)(=O)N2CCN(CC(O)CN3CCOCC3)CC2)c1 (stereo not given),2,4,1,-3.2,1,100,0.1,12,1,1
O=[N+]([O-])c1ccc(NC(=S)N2CCc3ccccc3C2)cc1,-8,-5,12,-1.9,1,97,0.1,5,-2,2
CCC(=O)n1nc(-c2ccc(Cl)cc2)nc1SC,-3,-3,53*,0.3,0,94,0.0,0,3,2
Cc1cccc(Oc2ccc(S(=O)(=O)N3CCCCC3)cc2N)c1,-1,-3,-21,3.9,6,91,0.4,1,-1,0
C=CCOc1cccc(/C=N/NC(=O)CC(=O)NC2CCCCC2)c1,9,-4,.,-1.6,-3,101,0.2,3,2,0
CC(C)N1CCN(Cc2cccc(-n3cccn3)c2)CC1CCO (stereo not given),-3,-8,9,0.9,-1,101,0.2,-18,0,0
N#Cc1c(NC(=O)CCC(=O)O)sc2c1CCCC2,1,-2,5,-2.1,1,99,-0.3,-6,6,0
Cc1cc(-c2nc(C)c(C(=O)NNS(=O)(=O)c3ccc(Cl)cc3Cl)s2)no1,-8,-2,2,-1.3,9,98,0.0,3,2,-3
CCOC(=O)CNC(=O)CN1CCCN(S(=O)(=O)c2ccc(Br)s2)CC1,6,7,18,-0.8,-2,96,0.2,-4,7,0
CCC1=NN(C(=O)c2cccnc2)C(O)(C(F)(F)F)C1 (stereo not given),0,-14,3,-1.4,7,100,-0.1,-9,9,1
COc1ccc([N+](=O)[O-])cc1N(CC(O)CN(CC(C)C)CC(C)C)S(=O)(=O)c1ccccc1 (stereo not given),-6,-1,3,1.3,9,93,-0.1,-3,12,-10
O=c1cc(N2CCCCC2)c(-c2ccccc2)nn1Cc1cccc(Cl)c1,3,3,3,0.2,-1,97,0.0,-9,12,1
Cc1ccccc1-c1nnc(SCC(=O)Nc2ccc(Cl)cc2)n1N,1,3,1,1.1,1,91,0.2,-5,-4,7
Nc1nc(SCC(=O)Nc2cc(C(F)(F)F)ccc2Cl)[nH]c(=O)c1NC(=O)c1ccco1,2,3,0,-1.8,10,102,-0.1,-4,9,1
COc1ccc(NC(=O)C2CCC(CNS(=O)(=O)c3csc(C(N)=O)c3)CC2)cc1OC (stereo not given),2,-4,5,1.3,-5,96,-0.2,4,10,-1
O=C(Nc1nnc(-c2ccccc2)o1)c1cc(-c2cccs2)nc2ccccc12,-4,0,13,-2.4,4,102,0.0,-3,2,0
COCCn1c(CCC(=O)O)ccc1-c1cccs1,7,-1,3,3.5,0,92,0.6,6,-4,-1
Cn1cccc1/C=N/n1c(-c2ccco2)n[nH]c1=S,2,7,-5,-1.4,-2,101,-0.2,-6,-1,0
COC(=O)Nc1nnc(COc2cccc(C)c2)s1,-5,0,2,-1.6,26,107,-0.1,-1,17,-2
CCn1cc([N+](=O)[O-])c(C(=O)N2CCN(C(=O)c3ccco3)CC2)n1,2,0,-4,0.9,-6,103,-0.1,1,0,-2
Cc1ccc2c(c1)NCC(C(=O)NCc1ccccc1)O2 (stereo not given),-2,-3,3,0.8,7,101,0.0,15,15,-1
O=C1C(=O)c2ccccc2C(O)=C1c1ccccc1F,0,-5,0,-3.9,3,96,-0.2,-6,-1,4
CCOc1ccccc1NC(=O)c1cccc(NC(=O)CC(c2ccccc2)c2ccccc2)c1,-6,-10,1,-2.2,-1,99,0.2,-3,7,-4
CSc1nc2ccc(NC(=O)NC(=O)c3c(F)cccc3F)cc2s1,2,5,-1,-0.9,7,98,0.2,-3,1,0
Cc1ccc(C)c(NC(=O)COC(=O)c2ccc3c(c2)OCCO3)c1,1,4,0,1.8,4,101,0.0,4,15,0
CC(C)NC1(C(N)=O)CCNCC1,-6,5,14,-1.0,0,106,-0.3,-1,7,1
CN1CN(C)C(c2ccncc2)=C1c1ccncc1,3,5,0,0.2,7,93,-0.3,-7,-1,-1
CCOC(=O)c1c(CSC(=N)N)n(-c2ccc(C)cc2)c2cc(Br)c(OC(C)=O)cc12,31*,-9,1,29*,19,101,-0.7,10,1,-9
COc1cc(C(=O)OCC(=O)Nc2cc(C)on2)cc(OC)c1OC,3,-4,8,0.2,-2,96,0.0,-8,-3,3
CCc1nnc(N/N=C/c2ccc(-c3ccc([N+](=O)[O-])cc3)o2)n1N,-32,-3,6,-1.1,4,140,-0.3,10,0,3
Cn1cc([N+](=O)[O-])c(C(=O)Nc2ccc3nc(-c4ccccc4)[nH]c3c2)n1,9,-11,-6,-1.7,4,101,0.1,-2,0,-6
O=C(NNC(=O)C12CC3CC(CC(C3)C1)C2)c1cccc(O)c1,6,-3,8,-0.8,-4,98,0.2,-7,11,-2

3 entries from above, ordered by the value under ABCB6 inh MLPCN, low to high:
Molecule,ABHD5-PLIN5 inh,TLR9-MyD88 block,Vif inh,MC4R ag barr,Exocytosis inh,ABCB6 inh MLPCN,aDG glyco up,NOD2-RIPK2 inh,MC4R antag cAMP,Glyco luc inh
CC(C)NC1(C(N)=O)CCNCC1,-6,5,14,-1.0,0,106,-0.3,-1,7,1
COC(=O)Nc1nnc(COc2cccc(C)c2)s1,-5,0,2,-1.6,26,107,-0.1,-1,17,-2
CCc1nnc(N/N=C/c2ccc(-c3ccc([N+](=O)[O-])cc3)o2)n1N,-32,-3,6,-1.1,4,140,-0.3,10,0,3

Next part.
Molecule,ABHD5-PLIN5 inh,TLR9-MyD88 block,Vif inh,MC4R ag barr,Exocytosis inh,ABCB6 inh MLPCN,aDG glyco up,NOD2-RIPK2 inh,MC4R antag cAMP,Glyco luc inh
O=C(CSc1ccc2nnc(-c3cccs3)n2n1)N1CCOCC1,-13,-3,3,-0.5,-1,102,0.3,-4,4,1
CCOCCCN(Cc1ccco1)C(=O)c1cc2c(=O)[nH]c3ccc(C)cc3c2s1,0,2,-6,11*,0,102,0.2,8,3,13
O=C(NCc1ccccc1)C1c2ccccc2OCC(=O)N1CCc1ccccc1 (stereo not given),-4,.,.,.,-7,104,0.0,0,.,.
CCOc1ccc(NC(=O)C(=O)N/N=C/c2ccccc2F)cc1,1,9,1,-2.2,-2,102,0.4,7,0,-3
CCOC(=O)c1oc2nc(C(C)C)c3c(c2c1N)CCC3,-1,-8,1,0.2,0,101,0.1,-2,13,1
COc1cc(C(=O)Nc2sc(C)c(C)c2C(=O)O)cc(OC)c1OC,3,2,-1,0.8,-2,95,0.1,-10,-5,2
Fc1ccc(N2CCN(c3ncnc4c3nnn4Cc3ccccc3Cl)CC2)cc1,-11,4,.,-2.4,3,104,0.8,6,9,-1
Cc1ccccc1N1C(=O)[C@@H]2Cc3ccccc3CN2C1=O,2,6,25,0.1,-1,68*,0.0,3,2,0
Nc1nc(NCc2ccco2)nc(NCCO)c1[N+](=O)[O-],6,-8,-6,-1.9,-7,96,0.2,-11,4,0
CC1(C)Cc2ccccc2-c2nc3n(c(=O)c21)CCS3,2,-11,8,-3.4,0,100,-0.3,0,4,1
O=C(Nc1ccc2nc(-c3ccccn3)c(-c3ccccn3)nc2c1)N1CCOCC1,0,0,2,-3.9,6,98,0.1,1,14,1
COc1ccccc1CNC(=O)CCNS(=O)(=O)c1ccc2[nH]c(=O)oc2c1,-8,-3,15,-1.5,1,93,-0.3,-12,-2,-1
COc1ccc(-c2cc(-c3cccs3)c(C#N)c(SCC(=O)NCc3ccco3)n2)cc1,4,-4,52*,-1.2,-1,102,-0.2,-2,-13,-2
CC(C)c1nnc(NC(=O)C2CCCCC2)s1,0,2,18,1.9,-1,96,-0.2,-20,6,3
COc1ccc(C(=O)N(CN2CCCC2=O)c2cc(C)on2)cc1OC,2,2,8,0.2,1,98,-0.1,-2,3,0
CCc1c(C)c2ccc(OCC(=O)NCC3CCC(C(=O)O)CC3)cc2oc1=O (stereo not given),-2,-22,1,-1.4,0,102,0.0,-19,21,1
COc1ccc(/C=N/N(CCC(=O)NC(C)(C)C)C2=NS(=O)(=O)c3ccccc32)cc1,2,-6,-19,0.1,0,97,-0.1,-4,18,-1
O=C1C(=O)N(Cc2cccc([N+](=O)[O-])c2)c2ccccc21,-3,7,0,-2.3,0,96,-0.1,18,-8,6
